Source: PubChem (National Center for Advancing Translational Sciences (NCATS))
D3 ag: qHTS of D3 Dopamine Receptor Agonist: qHTS; D(3) dopamine receptor (Homo sapiens), P35462; D3R DiscoveRx beta-arrestin cells, luminescence, 90 min; max activation, %; 410,000 compounds, 0.58% hits; AID 652048, 2013; in the data active = max activation above about 30%; note: 0% is about no effect; mostly tested at two doses, the higher about 12 µM
Target sequence (P35462 whole entry, looked up): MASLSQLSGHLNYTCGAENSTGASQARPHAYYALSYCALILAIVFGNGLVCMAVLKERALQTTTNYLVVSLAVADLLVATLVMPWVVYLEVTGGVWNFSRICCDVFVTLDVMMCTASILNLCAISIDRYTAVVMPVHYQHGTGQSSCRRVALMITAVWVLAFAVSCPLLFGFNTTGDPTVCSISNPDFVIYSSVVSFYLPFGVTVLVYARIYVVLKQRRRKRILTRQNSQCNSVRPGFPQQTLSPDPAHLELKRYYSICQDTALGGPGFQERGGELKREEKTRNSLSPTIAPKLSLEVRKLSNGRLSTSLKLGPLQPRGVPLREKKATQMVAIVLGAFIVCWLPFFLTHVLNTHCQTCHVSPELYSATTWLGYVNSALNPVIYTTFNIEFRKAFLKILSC
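Agonist mode: compounds and dopamine controls were applied to plated cells for 90 min at 37 degrees C after an overnight attachment at 1500 cells/well. Luminescent read-out followed 30 - 60 minutes at room temperature with DiscoveRx detection reagent.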
DRD3 antagonist: qHTS of D3 Dopamine Receptor Antagonist: qHTS; max response, negative = inhibition, %; 360,000 compounds, 2.5% hits; D3R cells, DiscoveRx beta-arrestin luminescence, antagonist mode; hits give low values; in the data active = max response below about -50%; inconclusive = no clear call, values can overlap the other calls; note: % is set by controls: 0 for no effect and ±100 for the full control effect; mostly tested at two doses, the higher about 12 µM
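Cells expressing the human receptor were seeded at 1500 cells/well, incubated overnight at 37 degrees C in 5% CO2, then exposed to library compounds with dopamine controls for 90 minutes at 37 degrees C before luminescent detection.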
GLP-1R agonist: qHTS of GLP-1 Receptor Agonists; Glucagon-like peptide 1 receptor (Homo sapiens), P43220; HEK293 GLP-1R CRE-luciferase, luminescence, 4-6 h; cells express a hypersensitive GLP-1R form; Potency, µM (highest dose often 45.6 µM), for the others: top-dose activation, actives largely listed as activators; 380,000 compounds, 0.007% hits; AID 624172, 2012; note: potency is the fitted concentration of half-maximal effect; % of control where 0% means no effect
Target sequence (P43220 whole entry, looked up): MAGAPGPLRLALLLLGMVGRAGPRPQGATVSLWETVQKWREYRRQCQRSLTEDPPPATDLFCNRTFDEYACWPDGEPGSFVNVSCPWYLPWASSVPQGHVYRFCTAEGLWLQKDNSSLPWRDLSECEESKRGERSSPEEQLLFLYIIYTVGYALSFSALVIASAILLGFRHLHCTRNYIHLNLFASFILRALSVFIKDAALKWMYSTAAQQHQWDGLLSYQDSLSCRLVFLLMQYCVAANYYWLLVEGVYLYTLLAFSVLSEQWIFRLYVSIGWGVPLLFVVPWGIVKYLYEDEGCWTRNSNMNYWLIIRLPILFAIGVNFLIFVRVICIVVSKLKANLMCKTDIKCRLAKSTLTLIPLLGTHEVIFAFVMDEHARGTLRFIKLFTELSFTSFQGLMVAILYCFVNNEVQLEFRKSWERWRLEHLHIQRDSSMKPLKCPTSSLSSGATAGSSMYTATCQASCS
GLP1R inv ag: qHTS of GLP-1 Receptor Inverse Agonists (Inhibition Mode); HEK293 GLP-1R CRE-luciferase, luminescence, 24 h; GLP-1R form is constitutively active; Potency, µM (doses to about 38.3 µM), for the others: at the highest dose activity change, negative = inhibition, most hits filed as inhibitors; 410,000 compounds, 1.6% hits; AID 624417, 2012; note: potency is the fitted concentration of half-maximal effect; % is set by controls: 0 for no effect and ±100 for the full control effect; nearly all actives have a fitted effect of over 55% in size
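qHTS in 1536-well format: reporter HEK293 cells expressing constitutive GLP-1R activity in DMEM + 10% Nu serum, 24 hr with compounds at 37 deg C, luminescence read after 12 min with detection reagent.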
TDP-43 yeast inh: qHTS of TDP-43 Inhibitors; TDP-43 expressing yeast growth rescue, BacTiter-Glo, 24 h; Potency, µM (highest dose often 46.1 µM), for inactives: top-dose growth rescue (activation), hits mostly activators; 410,000 compounds, 1.8% hits; note: potency is the fitted concentration of half-maximal effect; % of control where 0% means no effect; nearly all actives have a fitted effect of over 50% in size
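Yeast cells expressing TDP-43 under galactose induction are exposed to compounds for 24 hr at 30 deg C. BacTiter-Glo luminescence measures growth, so protective compounds score as activators.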
KB-V1 cytotox: qHTS assay for MDR1-selective chemotherapeutics: Primary screen using the drug-selected MDR subline cells KB-V1; KB-V1 MDR cells viability, CellTiter-Glo, 72 h; Potency, µM (series often up to 46.1 µM), without a hit: top-dose activity change, negative = cytotoxicity, usual class: cytotoxic; 400,000 compounds, 3.4% hits; AID 1347076, 2019; note: potency is the fitted concentration of half-maximal effect; % is set by controls: 0 for no effect and ±100 for the full control effect; nearly all actives have a fitted effect of over 60% in size
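Luminescent ATP read-out (CellTiter-Glo, 10 min) measures survival of drug-selected KB-V1 MDR cells after 72 h, 37 degrees C compound exposure. Medium: phenol-red-free DMEM, 10% FBS. Values from fitted concentration-response curves.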
PTHR1 ag: qHTS for PTHR1 Agonists: Primary Screen; Parathyroid hormone/parathyroid hormone-related peptide receptor (Homo sapiens), Q03431; HEK293 GP2 PTHR1 cells, GloSensor cAMP luminescence, 1 h; Potency, µM (top dose mostly 115 µM), without a hit: at the highest dose activation, actives largely listed as activators; 410,000 compounds, 0.075% hits; AID 743266, 2014; note: potency is the fitted concentration of half-maximal effect; nearly all actives have a fitted effect of over 55% in size; some results filed as inactive show a strong effect at the top dose; inactives centre near -15; many of its hits are not listed in these tables
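HEK-293-derived GP2 cells expressing PTHR1 and a GloSensor cAMP reporter, 3,000/well, plated overnight, given luciferin plus IBMX (each 0.5 mM as added) for 1 h at 37 °C, then compound for 1 h at 37 °C. Luminescence was read after 15 min at room temperature.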
aSyn yeast inh: qHTS of alpha-syn Inhibitors. Yeast expressing alpha-synuclein, growth rescue, BacTiter-Glo, 24 h. Potency, µM (doses to about 46.1 µM), for the others: at the highest dose growth rescue (activation), hits mostly activators. 370,000 compounds, 0.14% hits; note: potency is the fitted concentration of half-maximal effect; % of control where 0% means no effect; nearly all actives have a fitted effect of over 65% in size
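Galactose-induced alpha-syn yeast (OD600=0.02, raffinose-pregrown) + pinned cpd, 24 hr, 30 deg C; growth by BacTiter-Glo luminescence. Growth restoration scores as activation.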
HEK293 tox: qHTS of GLP-1 Receptor Inverse Agonists: Cytotox Screen. AID 624418, 2012. HEK293 cAMP-luciferase reporter cells, luminescence, 24 h. Potency, µM (series often up to 38.3 µM), without a hit: top-dose activity change, negative = inhibition, most hits filed as inhibitors. 410,000 compounds, 0.13% hits;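 note: loss of luciferase light is scored as toxicity; potency is the fitted concentration of half-maximal effect; % is set by controls: 0 for no effect and ±100 for the full control effect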
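A 23 nL compound transfer followed 12 hours of cell culture at 37 deg C; exposure then lasted 24 hr. Luciferase assay detection reagent was dispensed and plates read for luminescence after a 12 min room-temperature wait.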
An asterisk follows results filed as active; i = inactive; ? = inconclusive; . = not tested or not shown; & = joins results of further samples; [ ] = remark or other dose. Unless noted, calls come from the whole dose curve; as a rule, active = well fitted curve in the direction sought with a large enough effect; inconclusive = small, poorly fitted or top-dose-only effect, or another doubt; inactive = no such curve, though single readings can be large; an effect the other way counts as inactive or inconclusive. These rows are one share of the data, so the mix of outcomes need not match the whole.

Every second line gives: D3 ag | DRD3 antagonist | GLP-1R agonist | GLP1R inv ag | TDP-43 yeast inh | KB-V1 cytotox | PTHR1 ag | aSyn yeast inh | HEK293 tox
- CCC(Sc1nnc2c3ccccc3n(CC)c2n1)C(=O)Nc1ccc(NC(C)=O)cc1 (stereo not drawn)
  2 | . | . | 41%[activator] | 0% | . | -7% | . | -23%
- CC(=O)c1ccc(OCC(O)CN2CCOCC2)cc1 (stereo not drawn)
  -4 | -7 | -6% | 11% | 22% | -12% | i | -4% | 4%
- CCOC(=O)NC(=S)Nc1cccc(NC(=S)NC(=O)OCC)c1
  -1 | 8 | 10% | -6% | -11% | 14% | -4% | 5% | -2%
- COC(=O)c1c(NC(=O)Cn2cc([N+](=O)[O-])cn2)sc2c1CCC2
  6 | -20 | 9% | 12% | 17% | 2% | -8% | 4% | -9%
- Cc1cccc(N2CCN(C(=O)CN3CCSc4ccccc43)CC2C)c1 (stereo not drawn)
  -2 | . | 7% | ? | 0% | ? | -11% | 26% | -1%
- CSc1sc(C(=O)NNC(C)=O)c2c1C1(CCC2)SCCS1
  -9 | -29 | 2% | -13% | -9% | 1% | -13% | -7% | 0%
- O=C(/C=C/c1ccccc1)c1ccc(NC2=NCCCS2)cc1
  17 | -1 | -42%[inhibitor] | ? | 1% | 21µM* | -60%[inhibitor] | 5% | ?
- Cc1cccc(NC(=O)Cn2c(=O)n(-c3ccccc3Cl)c(=O)c3c(C)c(C(=O)N(C)C)sc32)c1
  4 | . | . | -4% | 0% | 5% | i | . | -7%
- CCc1ccc(OCC(=O)N/N=C\c2ccco2)c([N+](=O)[O-])c1
  -3 | -16 | 3% | 16% | -1% | -2% | -37%[inhibitor] | 1% | 5%
- CCOCc1cc(CN2CCN(c3cccc(C(F)(F)F)c3)CC2)c(O)c2ncccc12
  -19 | . | . | ? | 25µM* | . | i | . | ?
- N#CCC(=N)N1CCN(c2ccc(F)cc2)CC1
  -11 | 16 | -3% | 9% | 8% | 8% | -3% | 9% | -12%
- CC(NC(=O)CN(c1cccc(C(F)(F)F)c1)S(C)(=O)=O)c1ccccc1 (stereo not drawn)
  6 | 14 | 0% | -15% | 16% | -25% | -7% | 2% | 0%
- CCOC(=O)c1[nH]cnc1C(=O)Nc1ccc(C)cc1
  1 | 6 | 1% | 29% | 3% | -15% | -17% | -7% | 7%
- O=S(=O)(Cc1ccccc1)NCCc1ccc(F)cc1
  -3 | 0 | 1% | -16% | 29% | -9% | -22% | 7% | -22%
- COc1ccccc1NC(=O)Cc1noc(CSc2nnc(C)n2C)n1
  7 | 7 | -4% | 2% | 16% | 14% | -14% | 6% | 5%
- O=C(CN(Cc1ccccc1)S(=O)(=O)c1ccccc1)N/N=C/c1ccccc1[N+](=O)[O-]
  0 | 2 | -1% | -21% | -15% | 23µM* | -51%[inhibitor] | -6% | -26%
- CCOC(=O)c1c(CC(C)C)csc1NC(C)=O
  -5 | 41 | 16% | ? | 27% | -2% | ? | 2% | -13%
- COc1cccc(C2C3=C(N=c4s/c(=C\c5ccc(OCC(=O)O)cc5)c(=O)n42)c2ccccc2CC3)c1 (stereo not drawn)
  0 | -5 | 10% | ? | 13% | 3% | -23% | -53%[inhibitor] | -16%
- Cc1nc2ccc(NC(=S)NC3CCCCC3)cc2nc1C
  3 | 2 | 8% | ? | 7% | -20% | i | 4% | -9%
- O=C(CSc1ncn[nH]1)N1CCCCC1
  8 | 6 | -1% | 27% | -24% | 15% | -25% | 0% | 2%
- CC(=O)Nc1ccc(NC(=O)CC2CCCC2)cc1
  1 | 7 | 0% | 14% | 17% | -1% | -21% | -2% | 10%
- COc1ccccc1C(=O)NCc1ccc2c(c1)OCO2
  -17 | -9 | 7% | 10% | 4% | -11% | i | -1% | -5%
- O=C1c2ccccc2N[C@@H]2C=CC[C@@H]2N1O
  -15 | -19 | 4% | -14% | -16% | -1% | -10% | -2% | -6%
- Fc1ccc(CSc2nc(NCc3ccccc3)c3ccccc3n2)cc1
  8 | . | . | ? | 5% | . | -15% | . | -5%
- O=C(N1CCCCCC1)N1CCN(C(=O)N2CCOCC2)CC1
  -1 | ? | 0% | 5% | 5% | -1% | ? | 0% | -2%
- CCc1nc2onc(C)c2c(=O)n1CC(=O)O
  5 | . | -2% | 3% | 13% | 20% | -5% | . | 2%
- CC(=O)Nc1ccc(C)cc1-c1nc2ccccc2n(CC(=O)c2ccc(Cl)cc2)c1=O
  -9 | . | . | -8% | -5% | -3% | -4% | . | 0%
- COC(=O)CNC(c1ccccc1)c1cc(Br)ccc1NS(=O)(=O)c1ccccc1 (stereo not drawn)
  -17 | -8 | 5% | 4% | 0% | 22% | i | -11% | 11%
- O=C(CSc1nnc(-c2ccc(OC(F)F)cc2)o1)NCc1cccs1
  3 | 8 | -2% | -26% | 23% | ? | -13% | -7% | 5%
- CCC(C(=O)Nc1nc(C)c(C)s1)c1ccccc1 (stereo not drawn)
  6 | 0 | 1% | ? | 18µM* | 0% | -1% | -2% | 2%
- O=C(COc1ncnc2ccccc12)N1CCN(S(=O)(=O)c2ccc(Cl)cc2)CC1
  0 | 9 | -3% | ? | 7% | -29% | i | 1% | -15%
- Fc1ccc(-c2nc3c4ccccc4ccn3c2CC2CCCCC2)cc1
  -12 | 1 | 3% | -8% | ? | 9% | -20% | 12% | -3%
- CCN(CC)C(=O)CSc1nnc(C2CCCCC2)o1
  0 | 0 | 11% | -1% | 13% | 0% | i | 1% | 3%
- CCOC(=O)CCCn1c(C)nc(=O)c(-c2ccccc2)c1C
  1 | ? | -17% | 6% | 6% | 3% | -2% | 3% | 86%[activator]
- CCOC(=O)c1cc(S(=O)(=O)Nc2ccccc2OCC)[nH]n1
  -11 | . | -2% | -4% | 12% | 5% | i | . | 1%
- CCc1ccc(NC(=O)C2CCN(S(C)(=O)=O)CC2)cc1
  -5 | 11 | 0% | -12% | 4% | -7% | i | 0% | 6%
- O=C(NCc1cccs1)c1nc2c(nnn2Cc2ccc(F)cc2)c(=O)[nH]1
  9 | 119 | -12% | 0% | -17% | 23µM* | i | -3% | -18%
- Cc1[nH]c2ccccc2c1C(c1ccccn1)N1CCC(C(N)=O)CC1 (stereo not drawn)
  -3 | ? | 0% | -19% | 7% | 26% | -2%[57.5 µM] | -17% | 2%
- CSC(=NCCCN1CCOCC1)NS(=O)(=O)c1cccs1
  -9&1 | -22&-13 | 2%&-6% | 5%&18% | -22%&10% | -1%&3% | -18% | 0%&-12% | 1%&5%
- CN(C)C(=S)Nc1ccc(Br)c(Cl)c1
  -2 | 7 | 10% | -25% | ? | -21% | i | -3% | 28%
- COC(=O)c1cc(NC(=O)Cn2c(=O)oc3ccccc32)cc(C(=O)OC)c1
  1 | -19 | 11% | -3% | -3% | 12% | -4% | 0% | -9%
- CCOC(=O)c1cc(CC)sc1NC(=O)CN1CCN(C(=O)C2CCCO2)CC1 (stereo not drawn)
  3 | 7 | 2% | 8% | 12% | -13% | -83%[inhibitor] | 21% | -7%
- NC(=S)Nc1cccc(Cl)c1
  1 | -6 | 13% | 3% | -4% | -3% | i | 6% | -4%
- Cc1ccc(CNC(=O)C2CCCN(S(=O)(=O)c3ccc4c(c3)oc(=O)n4C)C2)cc1 (stereo not drawn)
  6 | . | -2% | -1% | -8% | 1% | -27% | . | -15%
- CC1CCCCC1NC(=O)COC(=O)c1ccc([N+](=O)[O-])o1 (stereo not drawn)
  -4 | 1 | 5% | 42%[activator] | -30%[inhibitor] | 22% | i | 1% | -2%
- C#CCOCCOCCOCCNc1nc(N2CCN(C(=O)[C@H](CCCCN)n3cc([C@@H](N)C(C)CC)nn3)CC2)nc(N2CCN(C(=O)[C@H](Cc3cc4ccccc4[nH]3)n3cc([C@@H](N)CC(C)C)nn3)CC2)n1 (stereo partly drawn)
  -9 | -18 | -3% | 11% | 12% | 0% | -21% | 18% | 27%
- O=C(CN1C(=O)NC2(CCCC2)C1=O)Nc1cccc(Cl)c1Cl
  -3 | 0 | 8% | -23% | 11% | -27% | -10% | 1% | 1%
- CCCCn1c(CNC(=O)C23CC4CC(CC(C4)C2)C3)nnc1SCC(=O)Nc1nnc(C)s1
  -9 | -13 | -3% | 10% | 8% | -14% | -16% | 1% | -15%
- Cc1ccc(NC(=O)CSc2nnc(Cc3ccccc3)c(=O)[nH]2)c(C)c1
  -6 | -8 | -3% | -16% | -18% | 29% | -27% | -3% | 0%
- CC(CNC(=O)c1ccc(C(C)(C)C)cc1)CN(C)C (stereo not drawn)
  -5 | 0 | 1% | -28% | -4% | -8% | -25% | -1% | 7%

Other compounds:
Every second line gives: D3 ag | DRD3 antagonist | GLP-1R agonist | GLP1R inv ag | TDP-43 yeast inh | KB-V1 cytotox | PTHR1 ag | aSyn yeast inh | HEK293 tox
- O=C(COC(=O)CN1CCSC1=O)Nc1ccc(F)cc1Cl
  -10 | 43 | 0% | 13% | -14% | 19% | -20% | -3% | -16%
- Cc1cc(OCC(=O)OCC(=O)Nc2cc(S(=O)(=O)N3CCOCC3)ccc2Cl)ccc1Cl
  4 | -4 | 2% | 3% | -22% | 4% | -13% | 7% | -2%
- CC(C)(O)c1cc2ccc(C#CCCN3C(=O)c4ccccc4C3=O)cc2c(=O)o1
  -13 | 44 | 3% | 40%[activator] | 7% | -1% | -22% | -1% | 9%
- Cc1ccc(S(=O)(=O)N(C)C)cc1NC(=O)COC(=O)Cc1n[nH]c(=O)c2ccccc12
  2 | 9 | -7% | 8% | -2% | 2% | i | 0% | 3%
